TRPC6 inh = mouse TRPC6 channel inhibition; HEK293-TRPC6, membrane potential dye, ACh-evoked depolarization; stronger effect = lower value; B-score at 10 µM; Q61143; actives 1.1% (n = 310,000); AID 2553;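 active = B-score under library mean minus 3 SD, initial fluorescence not abnormally high, positive integrated signal ratio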;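 note: B-score derived from integrated fluorescence ratio over the kinetic read; more negative B-score means stronger inhibition of depolarization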
RGS4 block = human RGS4 inhibition | P49798 | HEK293 M3R/RGS4 inducible, Fluo-4 calcium flux; stronger effect = higher value; triggered by carbachol at its EC20 | B-score at 10 µM | actives 0.45% (n = 310,000) | AID 463165;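 active = B-score, a plate-corrected calcium signal, over three deviations above library mean, with baseline fluorescence within five deviations of library mean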;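 note: RGS4 expression induced by doxycycline in cells with stable M3 receptor; B-score is computed from the integrated fluorescence ratio over baseline after carbachol; higher B-score means a larger calcium signal and so more RGS4 inhibition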
TMEM16A act = activates or potentiates the mouse TMEM16A chloride channel; Q8BHY3; HEK293 TMEM16A/YFP-H148Q/I152L, iodide quench fluorescence; stronger effect = lower value; B-score at 10 µM; actives 0.3% (n = 340,000);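 active = fluorescence-ratio B-score plate-corrected deviation score at least 3 library SD below zero, with starting fluorescence score within 5 deviations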;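 note: channel opened by trigger with iodide after compound preincubation; score built on the fluorescence ratio of max minus min over baseline; more negative score means more quench and so TMEM16A activation or potentiation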
MrgX1 allo act = allosterically activates human MrgX1 receptor signaling | actives 0.63% (n = 310,000) | MrgX1-HEK293, Fluo-4 calcium flux, FDSS; stronger effect = higher value | B-score at 10 µM;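 active = plate-corrected calcium response at least 3 library SD above typical, normal starting fluorescence, not activating the receptor alone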;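 note: compound read alongside a low EC10 to EC30 dose of BAM8-22 agonist; peak minus trough fluorescence over baseline measured at the second addition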
TRPC6 activator = activators of mouse TRPC6 channel; Q61143; HEK293-TRPC6 membrane potential dye fluorescence; stronger effect = higher value; B-score at 10 µM; actives 0.13% (n = 310,000); AID 2550;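 active = B-score of the integrated fluorescence ratio above library mean plus 3 SD, and starting fluorescence ratio within library mean plus 5 SD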;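 note: higher score means more depolarization so channel activation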
TRPC4 act = activators of mouse TRPC4 channel. Q9QUQ5. actives 0.49% (n = 310,000). B-score at 10 µM. AID 2237. HEK293 TRPC4beta/mu-opioid, Fluo4 calcium fluorescence; stronger effect = higher value;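 active = B-score above 5 SD of library B-scores, and initial fluorescence ratio not above library mean plus 5 SD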;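 note: positive B-score marks a calcium rise read as TRPC4 activation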
Target sequence (Q9QUQ5 whole entry, looked up): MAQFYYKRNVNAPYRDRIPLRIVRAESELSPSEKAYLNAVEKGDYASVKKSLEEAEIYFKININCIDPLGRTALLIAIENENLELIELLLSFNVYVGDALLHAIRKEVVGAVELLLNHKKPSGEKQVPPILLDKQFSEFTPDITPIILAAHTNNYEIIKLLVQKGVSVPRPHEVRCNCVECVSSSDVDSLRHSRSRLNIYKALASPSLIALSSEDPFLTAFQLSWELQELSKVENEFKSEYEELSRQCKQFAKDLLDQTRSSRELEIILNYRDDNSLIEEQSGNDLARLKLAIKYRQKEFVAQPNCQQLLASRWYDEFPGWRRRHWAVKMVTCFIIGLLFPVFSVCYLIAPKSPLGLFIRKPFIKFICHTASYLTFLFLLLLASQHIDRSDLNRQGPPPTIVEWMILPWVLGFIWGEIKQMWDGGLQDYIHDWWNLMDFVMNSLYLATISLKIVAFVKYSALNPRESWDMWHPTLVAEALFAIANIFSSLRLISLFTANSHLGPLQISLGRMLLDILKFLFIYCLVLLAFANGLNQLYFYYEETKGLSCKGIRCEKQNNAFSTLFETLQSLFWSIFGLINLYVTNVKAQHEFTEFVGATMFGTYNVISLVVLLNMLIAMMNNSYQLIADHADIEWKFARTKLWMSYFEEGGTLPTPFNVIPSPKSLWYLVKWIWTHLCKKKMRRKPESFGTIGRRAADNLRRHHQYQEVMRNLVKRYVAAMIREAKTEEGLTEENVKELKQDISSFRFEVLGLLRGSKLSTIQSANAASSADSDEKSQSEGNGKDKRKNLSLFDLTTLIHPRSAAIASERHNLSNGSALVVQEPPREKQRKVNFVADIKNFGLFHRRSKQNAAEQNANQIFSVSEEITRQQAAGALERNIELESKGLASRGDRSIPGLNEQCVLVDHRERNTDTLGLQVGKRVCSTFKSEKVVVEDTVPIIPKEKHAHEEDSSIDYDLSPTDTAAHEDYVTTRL
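Incubation: 45 min room-temperature Fluo4 loading, 110 s read / System: HEK293 cells stably co-expressing mouse TRPC4beta and mu-opioid receptor / Signal: Fluo4 fluorescence, kinetic / Control set: buffer (low) and maximal DAMGO (high) / Measure: integrated baseline-normalised fluorescence ratio, converted to per-well B score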
MrgX1 ag = human MrgX1 receptor agonism, primary screen; MrgX1-HEK293 cells, Fluo-4 calcium fluorescence, agonist mode; stronger effect = higher value; B-score at 10 µM; actives 0.44% (n = 310,000);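 active = calcium response B-score plate-corrected fluorescence ratio at least 3 library SD, with starting fluorescence B-score inside 5 SD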
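Test system: HEK293 cells stably expressing human MrgX1 receptor; amount: 15,000 cells per well; doses: compound delivered in addition one of three; times: overnight plating before 1 h dye loading; detection: Fluo-4 NW calcium-flux fluorescence, kinetic read; read-out basis: B-scored fluorescence response ratio; controls: positive and negative controls per plate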
TRPC4 inh = TRPC4 (mouse) channel inhibition | actives 0.39% (n = 300,000) | Q9QUQ5 | HEK293 TRPC4beta/mu-opioid, DAMGO-evoked Fluo4 calcium flux; stronger effect = lower value | B-score at 10 µM;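 active = B-score over 3 SD under the library average, no early fluorescence shift, positive overall ratio signal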
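Material: HEK293 cells with stable TRPC4beta plus mu-opioid receptor expression; probe or stimulus: DAMGO in two steps, submaximal then maximal; technique: Fluo4 calcium fluorescence by kinetic imaging, 5 s 1 Hz baseline; measure: integrated fluorescence ratio relative to baseline, converted to per-well B score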
TMEM16A inh = blocks the mouse calcium-activated chloride channel TMEM16A; HEK293 TMEM16A/YFP iodide influx fluorescence, ionomycin; normalized B-score (activity score, 25-100; higher = stronger inhibition) at 10 µM; actives 1.2% (n = 310,000); AID 588511;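 active = ratio plate-corrected score three or more library SD toward inhibition, starting fluorescence score within five deviations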;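 note: score derived from kinetic fluorescence span divided by baseline fluorescence per well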
TRPC4 potent = allosterically enhances the mouse TRPC4 cation channel. Q9QUQ5. HEK293 TRPC4beta/mu-opioid, DAMGO EC20, Fluo-4 Ca2+ flux; stronger effect = higher value. B-score at 10 µM. actives 0.42% (n = 310,000);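 active = B-score of calcium response area above 5 SD of library B-scores, with initial fluorescence ratio within 5 SD of library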;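 note: B-score of integrated fluorescence ratio over time as area under calcium response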
MrgX1 antag = antagonists of human MrgX1 receptor. MRGX1-HEK293 calcium flux, Fluo-4, BAM8-22 antagonism; stronger effect = lower value. B-score at 10 µM. actives 1.3% (n = 310,000). AID 588676;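 active = calcium-response B-score plate-corrected more than 3 library SD below zero, starting fluorescence within 5 deviations, no agonist response on first addition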;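 note: peak minus trough fluorescence over baseline after final BAM8-22 challenge near maximal dose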
Numbers without * were called inactive; i = inactive; · = not tested or not shown.

compound | TRPC6 inh | RGS4 block | TMEM16A act | MrgX1 allo act | TRPC6 activator | TRPC4 act | MrgX1 ag | TRPC4 inh | TMEM16A inh | TRPC4 potent | MrgX1 antag
CN1CCN(c2nc3c(c(=O)n(C)c(=O)n3C)n2Cc2cccc3ccccc23)CC1 | i | i | i | i | i | i | i | i | i | i | i
N#C/C(=C\c1ccc(-c2cccc(Cl)c2)o1)C(=O)Nc1cccc2cccnc12 | i | i | · | i | i | i | i | i | i | i | i
COc1cccc(C(=O)N(Cc2ccccc2)Cc2cc3cc4c(cc3[nH]c2=O)OCCO4)c1 | i | i | i | i | i | i | i | i | i | i | i
O=C(CCc1ccccc1)NNC(=O)c1cccc(F)c1 | i | i | i | i | i | i | i | i | i | i | i
CCN(C(=O)COC(=O)c1c(C)noc1C)C1CCS(=O)(=O)C1 (stereo not given) | i | i | i | i | i | i | i | i | i | i | i
Cc1c(CCOC(=O)c2cccc([N+](=O)[O-])c2)sc[n+]1CC(=O)c1ccccc1 | i | i | i | i | i | i | i | -6* | i | i | i
COc1ccc(Br)cc1CN1CCCC(C(=O)N2CCCCC2)C1 (stereo not given) | i | i | i | i | i | i | i | i | i | i | i
Cc1ccccc1C(=O)Nc1ccc(-c2nc3ccc(C(=O)c4ccccc4)cc3[nH]2)cc1 | i | i | i | i | i | i | i | i | i | i | i
CC1CCCC(C)N1c1nnc(NC(=O)Cn2c(=O)oc3ccccc32)s1 (stereo not given) | i | i | i | i | i | i | i | i | i | i | i
O=C(Cn1nc([N+](=O)[O-])nc1Br)NC(c1ccccc1)c1ccccc1 | i | i | i | i | i | i | i | i | i | i | i
CCOc1ccccc1N(CC(=O)Nc1ccc(OC)cc1OC)S(=O)(=O)c1ccccc1 | i | i | i | i | i | i | i | i | i | i | i
Cc1cccc(N(C)S(=O)(=O)c2ccc3[nH]cc(C(=O)N4CCOCC4)c(=O)c3c2)c1 | i | i | i | i | i | i | i | i | i | i | i
O=C(Nc1ccccc1Cl)c1ccc(-n2cccn2)c([N+](=O)[O-])c1 | i | i | i | i | i | i | i | i | i | i | i
CS(=O)(=O)NCC(c1ccco1)N1CCN(c2ccc(F)cc2)CC1 (stereo not given) | i | i | i | i | i | i | i | i | i | i | i
Cc1cccc(Cn2cnc3c(NS(C)(=O)=O)c(C)c(C)cc32)c1 | i | i | i | i | i | i | i | i | i | i | i
COc1ccc(N(CC(=O)Nc2cc(C)ccc2OC)S(=O)(=O)c2c(C)noc2C)cc1 | i | i | i | i | i | i | i | i | i | i | i
Cc1ccc(OCc2nnc(SCC(=O)Nc3sc(C)c(C)c3C#N)n2C)cc1 | i | i | i | i | i | i | i | i | i | i | i
COc1ccc2nc(SCC(=O)NCC3CCCO3)c(C#N)cc2c1 (stereo not given) | i | i | i | i | i | i | i | i | i | i | i
N/C(=N\OC(=O)CCc1ccccc1)c1ccccc1Cl | i | i | i | i | i | i | i | i | i | i | i
O=C(NCc1cccs1)c1ccccc1C(=O)NCc1cccs1 | i | i | i | i | i | i | i | i | i | i | i
COc1cc(NC(=O)NCC2CCN(Cc3ccccc3F)CC2)cc(OC)c1 | i | i | i | i | i | i | i | i | i | i | i
CCC(C)n1c(SCC(=O)Nc2ccccc2C(F)(F)F)nc2ccsc2c1=O (stereo not given) | i | i | i | i | i | i | i | i | i | i | i
CCCN(CCC)C(=O)NC1CC(=O)N(c2ccc(OC)cc2)C1 (stereo not given) | i | i | i | i | i | i | i | i | i | i | i
CC1(C)Cc2nc3sc4c(=O)n(CC(=O)NCc5ccccc5)cnc4c3cc2CO1 | i | i | i | i | i | i | i | i | i | i | i
O=C1CSC(c2cccc([N+](=O)[O-])c2)N1c1ccccc1 (stereo not given) | i | i | i | i | i | i | i | i | i | i | i
CCOC(=O)c1ccc2nc(C)c3c(c2c1)OC(C)C3 (stereo not given) | -5.2* | i | i | i | i | i | i | i | i | i | i
COc1ccc(S(=O)(=O)N(C)c2ccc(C(N)=O)cc2)cc1 | i | i | i | i | i | i | i | i | i | i | i
CC(=O)CSc1nc2ccccc2o1 | i | i | i | i | i | i | i | i | i | i | i
COc1ccc(/C=N/N=C2/NC(=O)C(CC(=O)O)S2)cc1OCc1ccc(Cl)cc1Cl (stereo not given) | i | i | i | i | i | i | i | i | i | i | i
O=C(c1ccc(F)cc1)N1CCN(c2ccc([N+](=O)[O-])c(N3CCCCC3)c2)CC1 | i | i | i | i | i | i | i | i | i | i | i

The list continues.
compound | TRPC6 inh | RGS4 block | TMEM16A act | MrgX1 allo act | TRPC6 activator | TRPC4 act | MrgX1 ag | TRPC4 inh | TMEM16A inh | TRPC4 potent | MrgX1 antag
COc1ccc(CCN(C)C(=O)CNC(=O)c2ccc3c(c2)OCO3)cc1OC | i | i | i | i | i | i | i | i | i | i | i
Cc1ccc(OCCOc2cccc(/C=N/NC(N)=O)c2)cc1 | i | i | i | i | i | i | i | i | i | i | i
C[C@@H](C(=O)Nc1ccc2ccccc2c1)[C@H]1C[C@]1(C)[C@H](NC(=O)OCc1ccccc1)c1ccccc1 | i | i | i | i | i | i | i | i | i | i | i
O=S(=O)(NCc1ccc(F)cc1)c1ccc(-c2cnc(C3CC3)o2)cc1 | i | i | i | i | i | i | i | i | i | i | i
CCC(=O)Oc1ccc(C2NC(=O)c3ccccc3O2)cc1OC (stereo not given) | i | i | i | i | i | i | i | i | i | i | i
COc1cc(/C=N/NC(N)=S)cc(Br)c1OCc1ccccc1F | i | i | i | i | i | i | i | i | i | i | i
CCn1c(-c2ccc[nH]c2=O)nc2ccccc21 | i | i | i | i | i | i | i | i | i | i | i
CCC(C)NC(=O)CS(=O)Cc1nc(-c2ccccc2C)oc1C (stereo not given) | i | i | i | i | i | i | i | i | i | i | i
O=C(Cc1ccc(-n2cccc2)cc1)N1CCN(c2ccccc2F)CC1 | i | i | i | i | i | i | i | i | i | i | i
CN(C)CC(C)(C)CNS(=O)(=O)c1cccc2nsnc12 | i | i | i | i | i | i | i | i | i | i | i
C=CCN1C(=O)C2C(C(=O)NC3CCCC3)C3C=CC2(O3)C1C(=O)NC1CCCC1 (stereo not given) | i | i | i | i | i | i | i | i | i | i | i
CCOC(=O)N1CCN(S(=O)(=O)c2cc([N+](=O)[O-])ccc2C)CC1 | i | i | i | i | i | i | i | i | i | i | i
COc1cccc(CN(C(=O)c2cc3ccccc3oc2=O)C2CC2)c1 | i | i | i | i | i | i | i | i | i | i | i
O=C(COC(=O)c1cc(Cl)ccc1[N+](=O)[O-])Nc1cccc2ccccc12 | i | i | i | i | i | i | i | i | i | i | i
CCN(CC)C(=O)COc1cc(C)c(Cl)c(C)c1 | i | i | i | i | i | i | i | i | i | i | i
COC(=O)C1(Cc2ccc(O)cc2)OC(=O)C(O)=C1c1ccc(O)cc1 (stereo not given) | i | i | i | i | i | i | i | i | i | i | i
O=C(O)/C=C/c1ccc(-c2cccc(C(F)(F)F)c2)o1 | i | i | i | i | i | i | i | i | i | i | i
O=C(NCCc1ccccc1)c1ccc(Cl)c(S(=O)(=O)N2CCOCC2)c1 | i | i | i | · | i | i | · | i | · | i | ·
CCN(CC(=O)Nc1cc(Cl)ccc1C)C(=O)CCS(=O)(=O)c1ccc(Cl)cc1 | i | i | i | i | i | i | i | i | i | i | i
CC1C(c2ccccc2)=[N+]([O-])C2(CCCC2)N1O (stereo not given) | i | i | i | i | i | i | i | i | i | i | i
COc1cc(C(=O)NCCCNc2ccc([N+](=O)[O-])cc2)cc(OC)c1OC | i | i | i | i | i | i | i | i | i | i | i
CN(C)c1ccc(NC(=O)COC(=O)Cn2nnc3ccccc32)cc1 | i | i | i | i | i | i | i | i | i | i | i
COc1ccc(-c2csc(-c3cccs3)n2)c(OC)c1 | i | i | i | i | i | i | i | i | i | i | i
CN(C)C=NC(=O)c1cn(-c2ccc(F)cc2)c(=O)c2ccccc12 | i | i | i | i | i | i | i | i | i | i | i
CCCn1nc(-c2nnc(-c3ccc(C)c(C)c3)o2)c2ccccc2c1=O | i | i | i | i | i | i | i | i | i | i | i
CCN(CCNC(=O)C1CCCN(S(=O)(=O)CC)C1)c1ccccc1 (stereo not given) | i | i | i | i | i | i | i | i | i | i | i
Cc1cccc(NC(=O)Cn2c(=O)n(C)c3ccccc32)c1 | i | i | i | i | i | i | i | i | i | i | i
CCOC(=O)c1ccc(NC(=O)c2ccc3c(c2)OCO3)cc1 | i | i | i | i | i | i | i | i | i | i | i
Cc1ccc(NC(=O)CN2CCN(Cc3ccccc3)CC2)cc1Cl | i | i | i | i | i | i | i | i | i | i | i
COc1ccc(NC(=O)C(Br)C(C)C)cc1 (stereo not given) | i | i | i | i | i | i | i | i | i | i | i

(further entries)
compound | TRPC6 inh | RGS4 block | TMEM16A act | MrgX1 allo act | TRPC6 activator | TRPC4 act | MrgX1 ag | TRPC4 inh | TMEM16A inh | TRPC4 potent | MrgX1 antag
O=C(NC1CCCCC1)C(c1cccs1)N(CC1CCCO1)C(=O)c1csnn1 (stereo not given) | i | i | i | i | i | i | i | i | i | i | i
COc1cccc(NC(=O)CSc2nnc(-c3ccc(C)cc3)o2)c1 | i | i | i | i | i | i | i | i | i | i | i
Cc1c(/C(O)=C2/C(=O)C(=O)N(Cc3cccnc3)C2c2cccs2)cnn1-c1ccccc1 (stereo not given) | i | i | i | i | i | i | i | i | i | i | i
CC(=O)Nc1ccc(NC(=O)Cn2c(=O)n(-c3ccc(F)cc3)c(=O)c3oc4ccccc4c32)cc1 | i | i | i | i | i | i | i | i | i | i | i
CC1(c2ccc3noc(-c4ccc(F)cc4)c3c2)OCCO1 | i | i | i | i | i | i | i | i | i | i | i

Screening results as filed in PubChem.
